Screening results (PubChem)
STEP inh = STEP phosphatase inhibitors, primary screen, biochemical, fluorescence intensity, uHTS. inhibition, % at 20 µM. 360,000 compounds, 0.25% hits. recombinant STEP, OMFP fluorogenic substrate. AID 588621, 2011. Tyrosine-protein phosphatase non-receptor type 5 (Homo sapiens), P54829;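 active = inhibition at 20 µM, scaled per plate between control wells, above about 37%, limit read from the data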;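 note: 0% = DMSO with enzyme and substrate and 100% = substrate only without enzyme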
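System: STEP phosphatase, cell-free reaction; Buffer or medium: Bis-Tris pH 6.0 buffer with DTT, detergent; Incubation: 20 min at room temperature, dark; Measured by: fluorescence, 480/540 nm.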
LMPTP inh = LMPTP phosphatase inhibitors, primary screen, biochemical, fluorescence intensity, uHTS | 360,000 compounds, 0.22% hits | AID 651560, 2012 | Low molecular weight phosphotyrosine protein phosphatase (Homo sapiens), P24666 | recombinant LMPTP-A, OMFP fluorogenic substrate | inhibition, % at 20 µM;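 active = compounds that cut the enzyme signal by at least half of the control window in the single-dose screen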;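 note: plate controls were DMSO wells with enzyme plus substrate for no effect and substrate without enzyme for full effect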
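Material: LMPTP-A; amount: 0.625 nM enzyme; doses: single 20 µM dose; times: reaction 50 min, room temperature, dark; technique: fluorescence intensity of OMFP turnover product; benchmarks: no-enzyme and uninhibited controls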
Rpn11 inh = Rpn11 (PSMD14) deubiquitinase inhibitors, primary screen, biochemical, fluorescence polarization, uHTS; AID 588493, 2011; 26S proteasome non-ATPase regulatory subunit 14 (Homo sapiens), O00487; human 26S proteasome, Ub4-pepOG fluorescence polarization; 20S core pre-blocked with epoxomicin; 360,000 compounds, 0.59% hits; calls only at 20 µM;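 active = inhibition at 20 µM, scaled to each plate's controls, above about 33%, limit read from the data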
Target sequence (O00487 whole entry, looked up): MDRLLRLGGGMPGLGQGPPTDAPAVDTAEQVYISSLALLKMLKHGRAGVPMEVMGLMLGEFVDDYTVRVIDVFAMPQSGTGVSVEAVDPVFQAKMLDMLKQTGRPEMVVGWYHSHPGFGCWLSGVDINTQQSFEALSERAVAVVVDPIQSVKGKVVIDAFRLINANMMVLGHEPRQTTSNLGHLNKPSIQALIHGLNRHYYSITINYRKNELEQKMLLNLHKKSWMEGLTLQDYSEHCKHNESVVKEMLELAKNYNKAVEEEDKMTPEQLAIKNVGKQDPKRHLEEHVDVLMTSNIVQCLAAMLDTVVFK
SUMO1-SIM PPI = modulators of SUMO1 protein-protein interactions, primary screen, biochemical, uHTS; SUMO1 binding to a labelled peptide, TR-FRET, 1 h; 360,000 compounds, 0.33% hits; inhibition, % at 20 µM; AID 602429, 2012; in the data active = inhibition above about 37%
Target sequence (P63165 whole entry, looked up): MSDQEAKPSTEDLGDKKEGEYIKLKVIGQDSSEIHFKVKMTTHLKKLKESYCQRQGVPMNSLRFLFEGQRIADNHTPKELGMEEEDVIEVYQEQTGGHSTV
TbMetRS inhib = T. brucei MetRS inhibitors, primary screen, biochemical, luminescence; purified T. brucei MetRS, ATP depletion, Kinase-Glo luminescence; 360,000 compounds, 0.4% hits; inhibition, % at 11.9 µM;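 active = inhibition above a per-plate cutoff of the control wells' mean inhibition plus 3 SD, cut at about 5.5% in these data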;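 note: 0% = DMSO wells median and 100% = median of wells with control inhibitor compound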
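Material: T. brucei methionyl-tRNA synthetase, purified; reagent: substrates ATP, L-methionine and bulk Escherichia coli tRNA; dosing: 11.9 µM single point; timing: 15 min plus 2 h at 25 °C; detection: luminescence of leftover ATP; evaluation: % inhibition; control set: DMSO-only wells as low control; replicates: singlicate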
DNMT1 inh = human DNMT1 methyltransferase inhibitors, primary screen, biochemical, molecular beacon, fluorescence, HinP1I cleavage, uHTS. 360,000 compounds, 0.83% hits. inhibition (reported as % activation of signal), % at 10 µM; in the data active = inhibition above about 50%
CSN inh = inhibitors of CSN-mediated cullin deneddylation, primary screen, biochemical, fluorescence polarization, uHTS | Purified CSN, SCF-Nedd8-OG deneddylation | AID 651999, 2013 | 360,000 compounds, 0.38% hits | inhibition, % at 12.5 µM;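 active = pattern-corrected inhibition above about 35%, with an unprinted fluorescence ratio check between 0.5 and 1.5, limit read from the data, passing the limit was not always enough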;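 note: 0% = enzyme with substrate and 100% = substrate without enzyme; some results filed as inactive read as strong as hits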
Target sequence (Q92905 whole entry, looked up, one chain of several): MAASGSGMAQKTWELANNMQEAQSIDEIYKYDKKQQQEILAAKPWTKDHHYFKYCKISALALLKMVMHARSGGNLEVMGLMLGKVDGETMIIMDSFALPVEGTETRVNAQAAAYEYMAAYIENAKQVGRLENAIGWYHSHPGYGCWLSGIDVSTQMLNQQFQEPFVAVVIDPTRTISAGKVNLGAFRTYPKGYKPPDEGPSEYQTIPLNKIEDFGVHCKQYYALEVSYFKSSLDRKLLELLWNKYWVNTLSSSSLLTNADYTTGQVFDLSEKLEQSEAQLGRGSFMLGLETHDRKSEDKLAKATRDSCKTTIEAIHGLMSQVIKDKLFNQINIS
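Test system: purified human Csn5 enzyme expressed in HEK293T cells. Amount: 0.24 nM enzyme. Reagent: SCFSkp2-Nedd8OG substrate at 10 nM final. Schedule: 90 min incubation of compound, enzyme and substrate at room temperature. Detection: fluorescence polarization. Read-out: % inhibition of substrate cleavage by Csn5.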
Scp-1 inhibitor = Scp-1 phosphatase inhibitors, primary screen, biochemical, colorimetric, uHTS; 340,000 compounds, 0.88% hits; Carboxy-terminal domain RNA polymerase II polypeptide A small phosphatase 1 (Homo …; inhibition, % at 20 µM; Recombinant Scp1, phosphopeptide, malachite green phosphate absorbance;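 active = inhibition above about 50% at 20 µM, limit read from the data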;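 note: plate controls were DMSO wells with enzyme for no effect and wells lacking enzyme for full effect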
Target sequence (Q9GZU7 76-261 limits assumed): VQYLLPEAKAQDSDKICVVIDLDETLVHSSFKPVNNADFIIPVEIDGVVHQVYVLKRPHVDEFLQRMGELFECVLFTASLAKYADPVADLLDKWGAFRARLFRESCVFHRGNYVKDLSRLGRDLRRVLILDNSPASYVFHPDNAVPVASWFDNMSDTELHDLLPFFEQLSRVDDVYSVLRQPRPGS
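Test system – truncated SCP-1 phosphatase (76-261aa) · Reagent – Phosphorylated 17-residue peptide substrate · Incubation – 45 min room-temperature reaction, 5 min colour, 30 min stabiliser · Detection – colorimetric phosphate reagent with accelerator and stabiliser, absorbance at 630 nm · Measure – % inhibition at 20 µM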
NadD inh = inhibitors of S. aureus NadD, primary screen, biochemical, colorimetric, uHTS; Nicotinate-nucleotide adenylyltransferase NadD (Staphylococcus aureus N315); purified NadD enzyme, colorimetric absorbance read-out; inhibition, % at 20 µM; 360,000 compounds, 0.78% hits; AID 602399, 2012; in the data active = inhibition above about 26%; note: some compounds past the cut are filed as inactive
MsrA inhibitor = bovine MsrA enzyme inhibitors, primary screen, biochemical, absorbance, HTS; Methionine sulfoxide reductase A (Bos taurus); purified bovine MsrA, absorbance read-out; 360,000 compounds, 0.75% hits; inhibition, % at 15.5 µM; in the data active = inhibition above about 4.5%;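 note: 0% = vehicle wells with enzyme and 100% = reference inhibitor wells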
Active calls of the source: *; i = inactive; nt = not tested or not shown; + = active, no number.

STEP inh	LMPTP inh	Rpn11 inh	SUMO1-SIM PPI	TbMetRS inhib	DNMT1 inh	CSN inh	Scp-1 inhibitor	NadD inh	MsrA inhibitor	canonical_smiles
1	-0.4	i	-1	-0.8	3	1	0	-3	-1.3	CCOc1ccc(S(=O)(=O)N(CC)CC(=O)NCc2ccccn2)cc1C
nt	3.9	nt	-2	-0.5	nt	0	nt	nt	0.3	CCCCCNC(=O)C(C1CC1)n1c(=O)c(-c2cc3ccccc3[nH]2)nc2ccccc21 (centres undefined)
1	17	+	24	-0.2	-10	15	5	14	1.1	CC(=O)CSc1nsc(SCC(C)=O)c1C#N
5	-0.7	i	-1	-0.4	0	9	-9	5	0.3	O=C(c1ccccc1NS(=O)(=O)c1ccc(F)cc1)N1CCOCC1
0	4.5	i	0	-0.3	-5	-9	-6	9	-0.5	Cc1ccc(S(=O)(=O)N2CCN(C(=O)CN3CCN(c4ccc(O)cc4)CC3)CC2)cc1
2	-2.5	i	1	-0.3	-1	0	-5	-5	-1.1	CCc1c(C)[nH]n(CCC#N)c1=O
1	-0.7	i	9	-0.5	1	-4	9	2	-1.2	Cc1ccc(C)c(NC(=O)CN(C)C(=O)c2ccc(Cl)nc2)c1
10	-1.3	i	6	0.1	-1	-3	-10	-3	0.7	Cc1cc(O)cc(=O)n1C
-2	-2.6	i	2	-0.6	-5	1	0	-3	0.9	COc1ccc(C)cc1NC(=O)CSc1nnc(CC(=O)Nc2cccc(C(F)(F)F)c2)n1C
1	-1.3	i	3	-0.1	-16	4	2	-3	0.1	Cc1[nH]c2ccccc2c1C(=O)COC(=O)c1ccc2c(=O)n3c(nc2c1)CCC3
0	-1.1	i	1	0.1	-3	-3	-3	1	-0.2	Cc1cc(C(=O)N(Cc2nnc(-c3ccc(Cl)cc3)o2)C(C)C)c2ccccc2n1
1	0.1	i	-1	0.3	-2	-1	0	-3	0.4	CCCCN(CCCNC(=O)CN1C(=O)COc2ccccc21)c1ccccc1
-2	-0.4	i	2	0.0	-2	3	-5	-2	0.6	CC(C)Sc1nc(N)nc2c1ncn2C1OC(CO)C(O)C1O (centres undefined)
4	2.6	i	-19	0.3	-5	0	nt	-3	-0.1	CC(=O)Nc1cccc(-c2cc(NC(C)=O)c3ncc(-c4ccccc4)n3c2)c1
-3	1.2	i	2	0.1	-2	-2	-2	-1	-0.9	CCn1c(C(=O)NCc2cccnc2)cc2sc(Cl)cc21
-2	0.9	i	-2	-0.6	-1	4	-4	10	-0.5	NNC(=O)Cn1c2ccccc2c2ccccc21

Full records as entered above.
`COc1ccc(C)cc1NC(=O)CSc1nnc(CC(=O)Nc2cccc(C(F)(F)F)c2)n1C` is listed with STEP inh = -2; LMPTP inh = -2.6; Rpn11 inh = i; SUMO1-SIM PPI = 2; TbMetRS inhib = -0.6; DNMT1 inh = -5; CSN inh = 1; Scp-1 inhibitor = 0; NadD inh = -3; MsrA inhibitor = 0.9
`CC(=O)Nc1cccc(-c2cc(NC(C)=O)c3ncc(-c4ccccc4)n3c2)c1` is listed with STEP inh = 4; LMPTP inh = 2.6; Rpn11 inh = i; SUMO1-SIM PPI = -19; TbMetRS inhib = 0.3; DNMT1 inh = -5; CSN inh = 0; Scp-1 inhibitor = nt; NadD inh = -3; MsrA inhibitor = -0.1

Additional entries
STEP inh	LMPTP inh	Rpn11 inh	SUMO1-SIM PPI	TbMetRS inhib	DNMT1 inh	CSN inh	Scp-1 inhibitor	NadD inh	MsrA inhibitor	canonical_smiles
2	-0.6	i	0	-0.8	-15	-2	-6	-2	-1.4	Cn1c(N2CCOCC2)c(/C=N/OC(=O)c2ccc(F)cc2)c2ccccc21
4	0.0	i	-10	-0.3	0	1	-6	-2	-0.4	Cc1ccc([N+](=O)[O-])cc1NC(=O)c1cccs1
-2	2.8	i	6	0.2	1	-4	-8	-2	2.6	Oc1cccc(Nc2ncnc3c2oc2ccccc23)c1
-2	-0.8	i	0	-0.2	2	-2	-3	7	-0.8	Cc1ccc(S(=O)(=O)N2CCC(C(=O)N(C)C3CCS(=O)(=O)C3)CC2)cc1 (centres undefined)
-1	-0.3	i	-2	-1.6	-1	2	-8	3	0.5	Cc1ccc(N2CC(C(=O)NC3=NCCS3)CC2=O)cc1C (centres undefined)
nt	4.3	nt	4	-0.2	nt	2	nt	7	-0.5	COc1ccccc1CCNC(=O)c1c(N)[nH]c(C(=O)c2ccccc2)c1-c1ccc(Br)cc1
0	1.3	i	1	0.5	2	3	-1	-2	0.1	Cc1ccc2c(C)c(C(=O)N(Cc3ccc(N(C)C)cc3)C3CCS(=O)(=O)C3)oc2c1 (centres undefined)
-1	-4.1	i	1	-0.2	5	1	-3	0	0.6	CCCN(CC(=O)Nc1ccccc1C)C(=O)c1ccc(Cl)c(S(=O)(=O)N2CCCC2)c1
1	-0.7	i	-1	-0.5	3	102	-7	0	0.5	Cc1cccc(NS(=O)(=O)c2c(C)noc2C)c1
4	2.8	i	5	-0.2	-2	3	nt	10	-0.7	COC(=O)c1ccc(COc2cccn3c(N(C)C(=O)CCC4CCCC4)c(C)nc23)cc1
6	1.4	i	6	-0.2	-5	3	-9	2	-0.7	CC(=O)c1cccc(NC(=O)Cc2ccc3c(c2)CCCC3)c1
-2	-0.6	i	3	-0.7	-4	-3	-5	-2	0.3	Cc1ccc(S(=O)(=O)Nc2c(C)n(C)n(-c3ccccc3)c2=O)cc1C(=O)OCC(=O)N1CCCC(C)C1 (centres undefined)
-1	-0.8	i	-2	-0.8	1	1	-1	-2	-0.1	OCCC1CN(Cc2nc3c(s2)CCCC3)CCN1Cc1ccccc1 (centres undefined)
-3	-1.5	i	1	-1.1	0	-1	-4	-3	-1.0	CCN(CCO)Cc1csc2cccc(Br)c12
0	-0.9	i	0	-0.8	-1	28	2	6	nt	Cc1ccc(NC(=O)CSc2nnc(CCCCCNC(=O)OC(C)(C)C)o2)c(C)c1
0	-0.4	i	-7	0.1	2	3	-8	-3	1.5	COc1cc(/C=C/C(=O)OCC(=O)NCc2ccco2)ccc1OCC#N
-2	-3.0	i	-1	-0.2	2	1	-10	0	-0.8	CC(C)(CC1(C)NC(=O)NC1=O)OCc1ccccc1 (centres undefined)
2	-1.9	i	1	1.5	0	22	-7	-2	0.2	Cc1ccc(C2=NN(CC(=O)NCCC(C)C)C(=O)CC2)cc1
-1	4.6	i	1	1.0	-6	-1	1	62*	2.2	Cc1cccc(NC2=Nc3ccccc3N3C2=Nc2c(c(C)nn2-c2ccccc2)C3c2ccc(O)c(O)c2)c1 (centres undefined)
2	-2.6	i	3	-0.8	2	1	-4	2	-0.5	CCN(CC(=O)NC(C)(C)C)C(=O)CCl
4	-2.5	i	-21	0.2	-2	0	-9	-6	1.2	O=C(Nc1ccncc1)c1ccc2c(c1)C(=O)N(CC1CCCO1)C2=O (centres undefined)
-1	0.3	i	-5	-0.1	-1	3	-7	2	0.3	COc1ccc(/C=N/Nc2nc(-c3ccc(C)cc3)c(NC(C)=O)s2)cc1OC
-1	-2.6	i	-7	0.2	4	-3	-2	-3	1.8	Nc1nnnn1/N=C/c1ccco1
3	0.4	i	-16	1.0	-8	0	-4	0	0.5	COC(=O)N/N=C1/C/C(=N\NC(=O)OC)c2ccccc21
0	0.1	i	5	-0.1	-4	-2	3	8	0.6	CCCCSc1nc(C)cc(SCC(=O)N/N=C/c2cccc(OC)c2O)n1
1	0.5	i	12	0.2	0	7	13	-4	0.9	O=C(/C=C/c1ccccc1)Oc1cccc2cccnc12
0	-0.6	i	-1	0.7	0	4	-20	-6	0.1	C=C(C)CNC(=S)Nc1ccc(S(=O)(=O)Nc2cnc3ccccc3n2)cc1
1	-1.0	i	10	0.1	0	7	-3	7	-0.3	O=C(O)CCC(=O)N1CCc2cc(S(=O)(=O)N3CCC(Cc4ccccc4)CC3)ccc21
3	1.5	i	1	-0.9	-5	1	-13	5	-0.7	CCc1ccc(NC(=O)c2noc3c2CCc2ccccc2-3)cc1
5	-0.6	i	9	0.1	1	1	-3	-6	-0.2	Cc1ccc(S(=O)(=O)NC(Cc2ccccc2)C(=O)O)cc1C (centres undefined)
1	2.2	i	6	0.2	-2	6	2	-2	-0.3	COc1ccc(C(=O)COC(=O)CN2C(=O)NC3(CC(C)CC(C)(C)C3)C2=O)c(OC)c1 (centres undefined)
2	-0.3	i	6	-0.7	-1	-2	-8	-1	0.3	Cc1cccc(N(C(=O)c2csnn2)C(C(=O)NCc2ccccc2)c2ccc(C)o2)c1 (centres undefined)
2	4.5	i	3	-0.1	13	22	14	9	0.5	O=C(O)C1CCCCC1C(=O)Nc1nc(-c2ccc(Cl)s2)cs1 (centres undefined)
-3	-1.0	i	-2	-1.0	3	7	-1	-6	1.4	O=C(Nc1ccccc1Cl)NC1(C(=O)NCc2ccncc2)CCCCC1
-1	-1.9	i	1	-0.1	2	4	nt	-10	1.1	Cn1nc(C(C)(C)C)cc1NC(=O)C1(C)CCN1C(=O)C1(c2ccccc2)CC1 (centres undefined)
0	-1.4	i	-1	-0.5	1	2	-3	-4	-1.4	NC(=O)C1CCN(C(=O)c2cn(-c3ccccc3)nc2-c2cccnc2)CC1
-3	-0.7	i	6	0.2	4	-7	-9	-7	0.1	CSc1ccc(CN2CCC(C(=O)NCc3ccc(C)cc3)CC2)cc1
-1	0.8	i	-36	-0.1	-3	1	1	6	-0.4	Cc1cc(OCC(=O)NCc2ccccn2)c2c(C)c(Cc3ccccc3)c(=O)oc2c1

Reformatted: entries from further up
structure	STEP inh	LMPTP inh	Rpn11 inh	SUMO1-SIM PPI	TbMetRS inhib	DNMT1 inh	CSN inh	Scp-1 inhibitor	NadD inh	MsrA inhibitor
O=C(O)C1CCCCC1C(=O)Nc1nc(-c2ccc(Cl)s2)cs1 (centres undefined)	2	4.5	i	3	-0.1	13	22	14	9	0.5
O=C(Nc1ccccc1Cl)NC1(C(=O)NCc2ccncc2)CCCCC1	-3	-1.0	i	-2	-1.0	3	7	-1	-6	1.4
